Compound activity deposited in PubChem BioAssay by Sanford-Burnham Center for Chemical Genomics.
CYP2C19 inh – inhibitors of human CYP2C19 | 96,000 compounds, 21% hits | inhibition, % at 5 µM | CYP2C19 Supersomes, luciferin-H EGE luminescence, 30 min | AID 778;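 active = CYP2C19 inhibition above a set limit at 5 µM in the primary screen, cut at about 50% in these data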;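 also: plate controls were negative control wells for no effect and 2.5 mM tranylcypromine positive control for full effect; values of inactives mirror those of a sister screen read the other way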
Target sequence (P33261 whole entry, looked up): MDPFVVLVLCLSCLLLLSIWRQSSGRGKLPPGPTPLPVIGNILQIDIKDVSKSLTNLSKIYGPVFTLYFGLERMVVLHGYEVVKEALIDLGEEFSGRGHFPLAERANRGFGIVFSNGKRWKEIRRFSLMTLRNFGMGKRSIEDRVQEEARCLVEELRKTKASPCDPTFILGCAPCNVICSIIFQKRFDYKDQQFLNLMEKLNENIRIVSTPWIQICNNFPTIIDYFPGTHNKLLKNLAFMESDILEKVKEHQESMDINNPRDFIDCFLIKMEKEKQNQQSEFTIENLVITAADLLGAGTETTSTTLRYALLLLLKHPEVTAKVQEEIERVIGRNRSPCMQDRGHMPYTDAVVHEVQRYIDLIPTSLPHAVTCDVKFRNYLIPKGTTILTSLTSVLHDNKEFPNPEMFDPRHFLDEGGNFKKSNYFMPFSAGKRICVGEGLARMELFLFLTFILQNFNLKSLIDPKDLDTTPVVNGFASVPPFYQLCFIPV
CYP2C19 act – increases human CYP2C19 enzyme activity; P33261; recombinant CYP2C19, luciferin-H EGE luminescence; active compounds read high; 0 = fully inhibited enzyme, 1 = untreated enzyme; activation factor at 5 µM; 96,000 tested, under 10 active; AID 1025;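 active = activation factor of at least 2 at 5 µM in the primary screen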;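 also: 0 = wells with 2.5 mM tranylcypromine and 1 = vehicle-only wells; values of inactives mirror those of a sister screen read the other way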
Active calls of the source: *.

SMILES | CYP2C19 inh | CYP2C19 act
O=S(c1ccc2ccccc2c1)c1cnns1 (stereo not drawn) | 74.7* | 0.3
CCCNc1c(F)c(F)c2c(C)c3ccccc3nc2c1F | 3.9 | 1
O=C(Cc1cccc2ccccc12)N/N=C/c1ccc(F)cc1 | 16.7 | 0.8
CCCCNC(=O)c1onc(CSc2cc(C)cc(C)c2)c1C(=O)O | 25.0 | 0.8
CC(=O)Nc1ccc(Oc2sc(C(=O)c3ccccc3)c(N)c2C#N)cc1 | 4.0 | 1
CN(NC(=O)c1ccc(Cl)cc1)c1nc(-c2ccccc2)nnc1C(F)(F)F | 26.3 | 0.7
Cc1cc(-c2ccccc2)[nH]c(=O)c1S(=O)(=O)c1ccccc1 | -3.9 | 1
Cc1ccccc1Oc1ncnc2sccc12 | 35.8 | 0.6
CCN1CCCC1Cn1cnc2c([nH]c3ccc(C)cc32)c1=O (stereo not drawn) | -9.9 | 1.1
O=C(NNC(=O)c1ccccc1-n1cccc1)c1ccc(Cl)cc1Cl | 13.0 | 0.9
Cc1cccc(/C(N)=N/OC(=O)CCCN2C(=O)c3ccccc3C2=O)c1 | -21.1 | 1.2
Cc1nc2ccccc2n1C1CCN(CC(=O)NCc2ccc(F)cc2)CC1 | 6.3 | 0.9
N#C/C(=C\c1cccc(Oc2ccc(C(F)(F)F)cc2[N+](=O)[O-])c1)c1nc2ccccc2[nH]1 | 24.5 | 0.8
c1ccc2c(C[n+]3csc4ccccc43)cccc2c1 | 60.7* | 0.4
N#Cc1c(-n2ccnc2)cccc1-n1ccnc1 | 80.7* | 0.2
O=C(NC(=S)Nc1ccc(N2CCCCC2)cc1)c1ccco1 | 10.6 | 0.9
COc1cc(O)oc1C=Nc1ccc(Cl)cc1 | 20.1 | 0.8
CCOC(=O)c1c(-c2ccccc2)nc2c(C)cccn12 | 15.9 | 0.8
Cc1ccc(-n2cnc(=O)c3cccnc32)cc1 | -11.2 | 1.1
Nc1ccc(-c2sc(N)nc2-c2ccccc2)cc1 | 61.8* | 0.4
CC(=O)N(CC(=O)O)c1ccccc1C(=O)O | -5.7 | 1.1
O=C(c1ccc(Cl)cc1)c1cnc(Nc2ccccc2Cl)s1 | 30.6 | 0.7
Cn1c(/N=C/c2cccs2)nc2ccccc21 | 3.9 | 1
Cc1nn(Cc2c(F)c(F)c(F)c(F)c2F)c(C)c1NC(=O)c1ccc(COc2ccccc2Cl)o1 | 53.2* | 0.5
O=c1cc(CSc2ccccc2)[nH]c(=S)[nH]1 | -4.0 | 1
O=C(CCN1C(=O)c2ccccc2C1=O)NC(=S)Nc1cccc(Cl)c1 | 25.6 | 0.7
FC(F)(F)c1cccc(Cn2nnnc2-c2cccc(C(F)(F)F)c2)c1 | 92.5* | 0.1
Cc1cccn2c(/C=N/OCc3cccc(F)c3)c(-c3ccc(Cl)cc3)nc12 | -0.7 | 1
CN1CCN(S(=O)(=O)c2ccc3c(c2)NC(=O)C2CCCN32)CC1 (stereo not drawn) | 18.3 | 0.8
O=C(NCCc1ccccc1)c1ccc([N+](=O)[O-])cc1 | 48.0 | 0.5
CCOC(=O)c1c(-c2cccs2)csc1NC(=O)CCCC(=O)O | 0.9 | 1
Cc1ccc(C(=O)Nc2c(C)cc(-c3ccc(Cl)cc3)oc2=O)cc1 | -3.6 | 1
CCOc1ccc(NC(=O)N2CCC(C(N)=O)(N3CCCCC3)CC2)cc1 | 6.8 | 0.9
CCOc1cc(NC(=S)NCc2ccco2)c(OCC)cc1NC(C)=O | 37.2 | 0.6
O=c1oc(Nc2ccc(F)cc2)nc2ccccc12 | 18.8 | 0.8
O=C(CCC(=O)OCc1ccc(C(=O)Oc2ccccc2)cc1)Nc1cccc2ccccc12 | 5.3 | 0.9
FC(F)(F)c1cc(Oc2ccccc2Cl)nc(-c2ccccn2)n1 | 14.7 | 0.9
Cc1ccc(C(=O)c2cn(-c3ccc(F)c(Cl)c3)nn2)cc1 | 33.4 | 0.7
CC(C)C(=O)NC(=S)NCC(=O)c1ccccc1 | 16.6 | 0.8
CCOc1ccc(C(=O)Nc2cc(-c3nc4ccccc4[nH]3)ccc2C)cc1[N+](=O)[O-] | 81.7* | 0.2
CN1OC(COC(=O)c2ccc(Cl)cc2Cl)CC1c1ccccc1 (stereo not drawn) | 14.8 | 0.9
FC(F)(F)c1cc(Cl)c2nc(-c3ccccc3)cn2c1 | 21.3 | 0.8
CCCCNC(=O)CCn1c(=S)[nH]c2cc3c(cc2c1=O)OCO3 | 41.9 | 0.6
Cc1cccc(C)c1N1CCN(c2nc(N(C)C)oc(=O)c2C#N)CC1 | 94.6* | 0.1
CSc1nc(Oc2ccc(=O)[nH]n2)nc(N(C)C)n1 | 9.6 | 0.9
COc1ccc(/C=C/C(=O)NC(=S)NNC(=O)c2cccnc2)cc1OC | -8.9 | 1.1
COc1cccc(C2C3=C(CC(C)(C)CC3=O)OC(N)=C2[N+](=O)[O-])c1 (stereo not drawn) | 47.7 | 0.5
COc1cc(CNCCCN2CCOCC2)cc(Br)c1OCC(=O)N1CCCCC1 | -9.2 | 1.1
O=C(/C=C/c1ccccc1)NC(=S)Nc1ccccc1C(=O)NC1CCCCC1 | 29.9 | 0.7
O=C(NCC1CCCO1)c1onc(CSc2ccc(F)c(F)c2)c1C(=O)O (stereo not drawn) | 20.3 | 0.8
C(=C\c1nc2ccccc2[nH]1)/c1ccccc1 | 72.0* | 0.3
NC(=O)C(c1cccc(Cl)c1)c1ncc(C(F)(F)F)cc1Cl (stereo not drawn) | 41.1 | 0.6
O=C(COc1ccc(Cl)cc1)NNC(=O)C(=O)N1CCCCC1 | 8.2 | 0.9
O=C1C(=C2SCCCS2)CC/C1=C\c1ccc(F)cc1 | 51.4* | 0.5
COc1ccc(-c2nnc(N3CCCCC3)c3ccccc23)cc1 | 42.0 | 0.6
c1ccc(COc2ccc(-c3csnn3)cc2)cc1 | 68.2* | 0.3

The list continues.
SMILES | CYP2C19 inh | CYP2C19 act
O=C(c1ccccc1)c1nn(-c2ccccc2)c(=O)cc1C(F)(F)F | 41.7 | 0.6
Cc1sc2ccccc2[n+]1CCC(C)S(=O)(=O)[O-] (stereo not drawn) | -10.2 | 1.1
O=C(c1cccc(C(F)(F)F)c1)N1CCC(O)(CS(=O)(=O)Cc2ccccc2Cl)CC1 | 45.9 | 0.5
C/C(CC(=O)Nc1cc(Cl)ccc1Cl)=N\NC(N)=S | 18.0 | 0.8
O=[N+]([O-])c1ccccc1-c1ccc(/C=N/n2cnnc2)o1 | 24.0 | 0.8
CNc1nc(-c2ccccc2)cc(C(F)(F)F)c1C#N | 20.6 | 0.8
COc1cnc(SCc2ccc(Cl)c(Cl)c2)nc1Cl | 52.9* | 0.5
CCCCNC(=O)c1onc(CSc2cccc3ccccc23)c1C(=O)O | 57.7* | 0.4
COC(=O)c1sc2ccccc2c1-n1cccc1C(=O)C(=O)Nc1ccc(F)cc1 | 32.9 | 0.7
Cc1c(NC(=O)CSc2nnc(COc3ccccc3)n2-c2ccccc2)c(=O)n(-c2ccccc2)n1C | -6.9 | 1.1
CCn1c2ccccc2c2cc(NS(=O)(=O)c3ccc(C)cc3)ccc21 | 54.2* | 0.5
Cc1nn(-c2ccccc2)c(Cl)c1C(=O)Nc1c(C)n(C)n(-c2ccccc2)c1=O | -2.7 | 1
COc1ccc(NC(=O)CC(C)C)c([N+](=O)[O-])c1 | -9.4 | 1.1
CCn1c(-c2nonc2NC(=O)c2ccccc2)nc2ccccc21 | 18.8 | 0.8
Cc1ccccc1NC(=O)C(C)c1cccc(C(=O)c2ccccc2)c1 (stereo not drawn) | 90.9* | 0.1
Cc1ccc(OCC(=O)NNC(=O)c2cc3ccccc3o2)cc1C | 1.3 | 1
O=C1CC(=O)N(CCNc2ncc(C(F)(F)F)cc2Cl)C(=O)N1 | -0.3 | 1
Cc1ccc(N2C(=O)CC(c3ccsc3)C3=C2CC(C)(C)CC3=O)cc1 (stereo not drawn) | 40.3 | 0.6
CC(C)(C)C(=O)Nc1ccccc1C(=O)Nc1cc(Cl)ccc1Cl | 29.2 | 0.7
C=CCC(CC=C)(NC(=O)c1ccccc1C)c1ccccc1 | 50.8* | 0.5
CC(C)CC(=O)NC(NC(=S)Nc1sc2c(c1C#N)CCCC2)C(Cl)(Cl)Cl (stereo not drawn) | 52.8* | 0.5
N/C(=N\OC(=O)c1ccc(F)cc1)c1ccccc1 | 3.4 | 1
COC(=O)c1cccc(NC(=S)NCCC2=CCCCC2)c1 | 39.5 | 0.6
COC(=O)C(C(=O)OC)C(C[N+](=O)[O-])c1ccc(OC)cc1 (stereo not drawn) | 45.4 | 0.5
COc1ccc(-c2cc(CNC(C)=O)on2)cc1 | -2.1 | 1
CCOC(=O)C1CCCN(C(=O)/C=C/c2cccc([N+](=O)[O-])c2)C1 (stereo not drawn) | 11.4 | 0.9
Cc1cccc(/C=N\NC(=O)c2sccc2-n2cccc2)c1 | 43.9 | 0.6
CN(C)c1nc(NCc2ccccc2)nc(N/N=C/c2ccc(Cl)cc2Cl)n1 | 8.5 | 0.9
CCCCCCCC(=O)N/N=C/c1ccco1 | 41.5 | 0.6
O=C(N/N=C/c1cccc(F)c1)c1csc2c1CCCC2 | 13.5 | 0.9
Cc1ccccc1C(=O)N1CCN(c2ccc(NC(=O)CSc3ccc(Cl)cc3)cc2)CC1 | 26.9 | 0.7
CCc1nnc(N/N=C/c2c(Cl)cccc2Cl)n1N | 63.3* | 0.4
Cc1ccc2nc(-c3ccccc3)cc(C(=O)NCCCn3ccnc3)c2c1 | 81.1* | 0.2
CC(=O)NN1C(=O)c2ccc(Oc3cccc([N+](=O)[O-])c3)cc2C1=O | 5.6 | 0.9
Cc1ccc(C(=O)NC(=S)Nc2cc(C(F)(F)F)ccc2Cl)cc1 | 15.5 | 0.8
Cc1cccc(/C=N\NC(=O)c2csnn2)c1 | 8.1 | 0.9
Cc1ccc(COc2coc(CO)cc2=O)cc1 | 34.4 | 0.7
CCc1oc2c(C)c(O)ccc2c(=O)c1-c1ccc2ccccc2n1 | 33.5 | 0.7
Cc1ccc(NCCC(=O)c2ccc(Cl)cc2)cc1 | 83.1* | 0.2
CCCOc1ccc(CSC(CC(=O)O)C(=O)O)cc1 (stereo not drawn) | -10.7 | 1.1
Cc1ccc(S(=O)(=O)NNC(=O)c2cc3cc4ccccc4nc3s2)cc1 | 3.6 | 1
COc1ccc(Br)cc1/C=C/C(=O)Nc1c(C)cccc1C | 36.1 | 0.6
CC(C)(C)NC(=S)NCc1cccnc1 | 8.8 | 0.9
C=CCn1c(COc2ccc(Cl)cc2)nnc1SCC(=O)N/N=C/c1ccccc1 | 10.9 | 0.9
CCCn1c(CC)nc([N+](=O)[O-])c1S(=O)(=O)c1ccccc1 | 27.2 | 0.7
Cc1c(Cc2c(Cl)cccc2Cl)c(=O)ccn1C(C)c1ccccc1 (stereo not drawn) | 90.1* | 0.1
Cc1ccc(C)c(NC(NC(=O)c2cccnc2)C(Cl)(Cl)Cl)c1 (stereo not drawn) | 30.1 | 0.7
O=C(Nc1cc(Cl)ccc1O)c1snnc1-c1ccccc1 | 51.9* | 0.5
CCOC(=O)c1cc(NC(=O)c2ccccc2)c(=O)oc1-c1ccccc1 | 15.1 | 0.8
Cc1cccc(NC(=S)NC2CC3CCC(C2)N3Cc2ccco2)c1 (stereo not drawn) | -7.7 | 1.1
COc1ccc2nc(C)cc(SCC(=O)NNC(=O)COc3ccccc3)c2c1 | 9.4 | 0.9
O=C(Nc1ccccc1-c1ccccc1)c1cccc([N+](=O)[O-])c1 | 90.6* | 0.1
O=C(Nc1cccc(F)c1)/C(=C\c1cccnc1)NC(=O)c1cccs1 | 5.6 | 0.9
COc1cc(C2C(C#N)=C(N)N(c3sc4c(c3C#N)CCCC4)C3=C2C(=O)CC(C)(C)C3)cc(OC)c1OC (stereo not drawn) | 30.2 | 0.7
COc1ccc(NC(=O)c2cccs2)c([N+](=O)[O-])c1 | 23.6 | 0.8
O=C(Nc1ccc(Cl)cc1)OCc1cc(-c2ccccc2Cl)on1 | 10.4 | 0.9

Molecules shown so far containing a cyano group (seven):
SMILES | CYP2C19 inh | CYP2C19 act
CC(=O)Nc1ccc(Oc2sc(C(=O)c3ccccc3)c(N)c2C#N)cc1 | 4.0 | 1
N#C/C(=C\c1cccc(Oc2ccc(C(F)(F)F)cc2[N+](=O)[O-])c1)c1nc2ccccc2[nH]1 | 24.5 | 0.8
N#Cc1c(-n2ccnc2)cccc1-n1ccnc1 | 80.7* | 0.2
Cc1cccc(C)c1N1CCN(c2nc(N(C)C)oc(=O)c2C#N)CC1 | 94.6* | 0.1
CNc1nc(-c2ccccc2)cc(C(F)(F)F)c1C#N | 20.6 | 0.8
CC(C)CC(=O)NC(NC(=S)Nc1sc2c(c1C#N)CCCC2)C(Cl)(Cl)Cl (stereo not drawn) | 52.8* | 0.5
COc1cc(C2C(C#N)=C(N)N(c3sc4c(c3C#N)CCCC4)C3=C2C(=O)CC(C)(C)C3)cc(OC)c1OC (stereo not drawn) | 30.2 | 0.7

Later entries
SMILES | CYP2C19 inh | CYP2C19 act
Cc1ccc([N+](=O)[O-])cc1NC(=S)NC(=O)C(C)(C)C | 59.4* | 0.4
O=C1OC(OC2CCCCC2)(c2ccccc2)c2ccccc21 (stereo not drawn) | 8.8 | 0.9
Cc1cccc(Nc2ccccc2C(=O)OCC(=O)NCc2ccco2)c1C | 16.5 | 0.8
COc1ccc(N(CC(=O)N/N=C/c2cccc3c2OCCO3)S(=O)(=O)c2ccc(NC(C)=O)cc2)cc1 | 33.4 | 0.7
COc1cc(CNCc2cccs2)ccc1OCC(=O)NC(C)(C)C | 26.7 | 0.7
COc1cc([N+](=O)[O-])ccc1NC(=O)C[n+]1ccccc1C | 5.1 | 0.9
CO/N=C(/CNC(=O)c1ccc(F)cc1)c1ccc(Cl)cc1 | 85.5* | 0.1
CCNC(=S)NC1CC2CCCC(C1)N2Cc1ccco1 (stereo not drawn) | 3.5 | 1
CC1CCN(c2ccc(NC(=S)NC(=O)c3ccco3)cc2)CC1 | 6.5 | 0.9
FC(F)(F)c1nc2ccccc2n2c(-c3ccc(Cl)cc3)nnc12 | 8.9 | 0.9

A portion of the library, so the mix of outcomes need not match the whole.
